APOBEC3G inh: APOBEC3G DNA deaminase inhibitors, primary screen, biochemical, fluorescence, single-stranded DNA substrate, uHTS; DNA dC->dU-editing enzyme APOBEC-3G (Homo sapiens), Q9HC16; 0.28% of 330,000 active; AID 493012, 2011; inhibition, % at 20 µM; recombinant A3G, ssDNA deamination FAM/TAMRA fluorescence;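 active = inhibition of at least 40% at 20 µM, with no more than 30% in the related APOBEC3A deaminase screen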;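 also: plate controls were DMSO wells with A3G for no effect and wells lacking A3G enzyme for full effect; some compounds called inactive have numbers as strong as hits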
Target sequence (Q9HC16 whole entry, looked up): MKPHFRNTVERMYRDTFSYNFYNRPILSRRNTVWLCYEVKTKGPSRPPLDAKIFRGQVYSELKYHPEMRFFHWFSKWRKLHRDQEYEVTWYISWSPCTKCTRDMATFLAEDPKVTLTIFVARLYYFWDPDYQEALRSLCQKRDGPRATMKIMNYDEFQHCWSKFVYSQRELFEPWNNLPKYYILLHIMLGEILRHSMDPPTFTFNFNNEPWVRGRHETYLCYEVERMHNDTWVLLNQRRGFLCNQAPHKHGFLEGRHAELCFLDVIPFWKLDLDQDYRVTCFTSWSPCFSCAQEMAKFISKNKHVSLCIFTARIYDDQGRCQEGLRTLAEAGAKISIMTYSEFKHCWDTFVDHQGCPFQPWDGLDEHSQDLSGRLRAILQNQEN
A3A deaminase: APOBEC3A ssDNA deaminase inhibitors, primary screen, selectivity assay for APOBEC3G inhibitor project, biochemical, FAM/TAMRA oligo cleavage fluorescence; recombinant A3A, FAM/TAMRA ssDNA deamination fluorescence; inhibition, % at 20 µM; 0.41% of 330,000 active; AID 493011, 2011;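 active = at least 40% inhibition at 20 µM here, with at most 30% in a related deaminase screen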;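 also: plate controls were A3A with DMSO for no effect and wells lacking A3A enzyme for full effect; some results filed as inactive read as strong as hits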
Target sequence (P31941 whole entry, looked up): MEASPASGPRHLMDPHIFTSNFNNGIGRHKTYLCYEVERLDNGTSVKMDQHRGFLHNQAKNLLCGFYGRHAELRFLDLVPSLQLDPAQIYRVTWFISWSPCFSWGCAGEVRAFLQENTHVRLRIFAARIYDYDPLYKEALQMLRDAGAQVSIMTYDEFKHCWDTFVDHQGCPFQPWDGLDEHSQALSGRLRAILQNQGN
mIAP inh: inhibitors of mouse IAP, primary screen, biochemical, luminescence, uHTS. purified mouse IAP, CDP-Star luminescence, 30 min. inhibition, % at 10 µM. 0.2% of 330,000 active;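 active = inhibition of at least 40% at 10 µM in the primary screen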;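 also: plate controls were DMSO with enzyme for no effect and no enzyme wells for full effect; values of inactives mirror those of a sister screen read the other way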
hIAP block: human IAP inhibitors, primary screen, biochemical, luminescence, uHTS; Intestinal-type alkaline phosphatase (Homo sapiens), P09923; 0.12% of 330,000 active; AID 2544, 2010; purified IAP, CDP-Star luminescence, 30 min; inhibition, % at 10 µM;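 active = inhibition reaching a set limit with compound at 10 µM in the primary screen, cut at about 35% in these data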;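 also: plate controls were DMSO wells with enzyme for no effect and no-enzyme buffer wells for full effect; values of inactives mirror those of a sister screen read the other way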
Target sequence (P09923 whole entry, looked up): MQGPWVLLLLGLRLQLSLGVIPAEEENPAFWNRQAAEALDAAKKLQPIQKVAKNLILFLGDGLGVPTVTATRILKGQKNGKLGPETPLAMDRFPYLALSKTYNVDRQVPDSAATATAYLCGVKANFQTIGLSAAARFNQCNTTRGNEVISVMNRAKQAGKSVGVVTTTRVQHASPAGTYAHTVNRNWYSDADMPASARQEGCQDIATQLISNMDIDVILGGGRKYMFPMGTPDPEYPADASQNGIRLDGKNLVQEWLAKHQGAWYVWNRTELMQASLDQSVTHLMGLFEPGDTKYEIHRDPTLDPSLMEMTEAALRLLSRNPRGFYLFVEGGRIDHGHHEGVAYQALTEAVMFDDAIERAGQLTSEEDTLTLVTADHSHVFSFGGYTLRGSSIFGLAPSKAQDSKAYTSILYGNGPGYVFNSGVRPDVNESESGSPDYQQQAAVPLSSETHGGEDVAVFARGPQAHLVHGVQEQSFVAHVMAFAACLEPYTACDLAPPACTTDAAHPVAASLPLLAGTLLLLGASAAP
MIN6 prolif: inducers of MIN6 beta-cell proliferation, primary screen, ATP luminescence, uHTS; 0.29% of 330,000 active; MIN6 cells proliferation, ATPlite luminescence, 48 h; cells starved in 0.2% serum; 100% = growth in 10% serum; AID 2380, 2010; proliferation, % at 10 µM;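 active = compounds whose signal lies at least 3.5 SD above the mean of all wells on their plate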;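 also: 0% = DMSO-treated cells in low-serum medium and 100% = 10% serum control; some compounds called inactive have numbers as strong as hits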
hIAP act: human IAP activators, primary screen, biochemical, luminescence, uHTS; AID 2524, 2010; purified human IAP, CDP-Star luminescence, 30 min; hits give high values; 1 = vehicle-only enzyme, 0 = enzyme-free background; activation factor at 10 µM; 0.16% of 330,000 active; Intestinal-type alkaline phosphatase (Homo sapiens), P09923;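 active = activation factor of the enzyme at least 2-fold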; also: the source names both 10 and 20 µM as test concentration; values of inactives mirror those of a sister screen read the other way
MPTP block: mitochondrial permeability transition pore inhibitors, primary screen, biochemical, isolated mouse mitochondria, absorbance; Ca2+ swelling absorbance, 30 min; inhibition, % at 10 µM; 1.4% of 360,000 active; AID 602449, 2012;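 active = inhibition of 50% or more, scaled per plate between neutral and stimulator controls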;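 also: 0% = DMSO wells given calcium and 100% = 1 mM EGTA wells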
mIAP act: activators of mouse IAP, primary screen, biochemical, luminescence, uHTS. activation factor at 10 µM. AID 2805, 2010. 0.24% of 330,000 active. muIAP, CDP-Star luminescence, 30 min; hits give high values; 1 = vehicle-only enzyme signal, 0 = enzyme-free wells;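 active = activation factor of at least 2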; also: the source names both 10 and 20 µM as test concentration; values of inactives mirror those of a sister screen read the other way
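System: mouse IAP enzyme. Reagent: CDP-Star chemiluminescent phosphatase substrate. Benchmarks: DMSO wells, no-enzyme wells. Times: 30 min enzyme-substrate-compound incubation at room temperature. Detection: luminescence from enzymatic CDP-Star hydrolysis. Doses: test compounds delivered from DMSO solution.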
GRIN3A LBD mod: binders of NR3A ligand-binding domain, primary screen, biophysical, differential scanning fluorimetry, uHTS; AID 1259313, 2017; Glutamate receptor ionotropic, NMDA 3A (GRIN3A) ligand-binding domain; NR3A LBD differential scanning fluorimetry, Tm shift; 0% = protein alone, 100% = glycine-bound protein; Tm shift relative to glycine control, % at 25 µM; 2.5% of 340,000 active;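 active = melting temperature shift of at least 10% of the positive control shift, at one fixed dose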
* hit, by the source's call; . = not tested or not shown. Hits appear at their usual frequency. About 5% of those tested had a hit in this group.

SMILES	APOBEC3G inh	A3A deaminase	mIAP inh	hIAP block	MIN6 prolif	hIAP act	MPTP block	mIAP act	GRIN3A LBD mod
Cc1ccc(NC(=O)Cc2ccc(Cl)c(Cl)c2)cc1S(=O)(=O)N(C)C	0	1	-52	-21	-1	1.2	88*	1.5	8
CCCCC(=O)Nc1nnc(S(=O)(=O)N(CC)c2ccc(OC)cc2)s1	-7	-5	0	12	-4	0.88	-0.5	1	2
Cc1ccc2oc(=O)c3cc(C(=O)N4CCN(C(=O)c5ccco5)CC4)sc3c2c1	-3	-1	0	2	-4	0.98	.	0.99	.
CC1CCN(C(=O)CSc2nc3ccccc3c(=O)n2Cc2ccc3c(c2)OCO3)CC1	-4	-1	16	15	-5	0.85	4.3	0.84	-2
O=C1[C@@H]2C(c3ccc(F)cc3)=NO[C@@H]2C(=O)N1Cc1ccccc1	-6	1	-1	-16	-2	1.2	2.2	1	2
Cc1c(C(=O)N2CCCCC2)oc2ccc(S(=O)(=O)N3CC(C)CC(C)C3)cc12 (stereo not given)	-7	-4	-8	-28	-4	1.3	83*	1.1	8
Cc1ccccc1NC(=O)C12CC3CCC1(C)C3(C)CO2 (stereo not given)	1	-2	4	16	2	0.84	1.6	0.96	-1
C(=C\c1nc2ccccc2[nH]1)/c1ccccc1	-10	-1	0	-35	-6	1.3	14	1	5
CCn1nnnc1SCC(=O)N1CCN(c2ccccc2)CC1	0	-1	7	4	-1	0.96	1.4	0.93	0
CCCOc1cccc(C2C(C(=O)c3cccs3)=C(O)C(=O)N2Cc2cccnc2)c1 (stereo not given)	-3	-3	-5	-15	-1	1.1	3.5	1.1	2
CC(C)[C@H](NC(=O)c1ccccc1)C(=O)OCC(=O)NCc1ccc(F)cc1	-7	1	-2	14	-1	0.86	-2.5	1	0
COc1ccc(-c2oc(=O)c3cc(OC)c(OC)cc3c2-c2cc(F)cc(OC)c2)cc1	-6	1	6	0	-4	0.99	1.6	0.94	-2
C[C@@H]1CN([C@H](C)CO)C(=O)c2cc(NC(=O)Cc3cn(C)c4ccccc34)ccc2O[C@H]1CN(C)S(=O)(=O)c1ccc(F)cc1	-11	-5	-24	-4	-2	1	1.8	1.2	-4
CCOc1ccccc1N1CCN(C(=O)CC(C)(C)C)CC1	3	4	0	-13	-3	1.1	0.9	1	-3
O=C(Cc1ccccc1)Nc1ccc(NC(=O)c2cccc(Cl)c2)cc1	-7	-5	2	9	-5	0.91	1.3	0.97	2
NC(=O)C(c1cccc(Cl)c1)c1ncc(C(F)(F)F)cc1Cl (stereo not given)	-8	-2	2	-23	2	1.2	0.8	0.98	0
COc1cc2[nH]c(=O)n(Cc3ccc(C(=O)NC4CCCC4)cc3)c(=O)c2cc1OC	6	4	-4	18	-2	0.82	0.8	1	-1
CC(C)(C)NC(=O)COc1ccc(CNCc2cccnc2)cc1	-1	-2	0	-3	-1	1	3.8	0.99	0
N#CCSc1nc2cc(C(=O)N3CCC(C(N)=O)CC3)ccc2c2nc3ccccc3n12	-4	0	-4	0	2	1	8.5	1	-5
CCCN(CC1CC1)C(=O)COC(=O)c1ccc(C)cc1O	-9	-3	0	1	2	0.99	1.6	1	0
Cc1ccc2[nH]c3c(c2c1)CN(C(=O)CN1CCN(Cc2ccc4c(c2)OCO4)CC1)CC3	-2	-6	-10	-15	-5	1.1	-3.2	1.1	0
CCOc1ccccc1-n1c(SCC(=O)N2CCCC2)nnc1-c1ccc(O)cc1	-3	-1	0	6	-4	0.94	0.7	1	0
COc1nc(-c2ccc(Cl)cc2)ccc1-c1noc(-c2ccco2)n1	14	38	1	-80	-5	1.8	-1.3	0.99	-1
CCOC(=O)c1nn(-c2ccc(C)c(Cl)c2)c(=O)c(C#N)c1C	7	4	-8	-16	-4	1.2	0.4	1.1	2
CC1CCCN(S(=O)(=O)c2ccc(C(=O)Nc3nnc(-c4ccco4)o3)cc2)C1 (stereo not given)	-6	0	12	-31	-6	1.3	-2.5	0.88	-9
O=C(CSc1ncnc2ccccc12)Nc1cc(S(=O)(=O)N2CCCCC2)ccc1Cl	8	-2	2	3	0	0.97	1.1	0.98	0
COc1ccccc1NC(=O)/C(C#N)=C/c1ccncc1	-3	-1	-6	-25	-1	1.2	-2.2	1.1	4
COc1ccc(S(=O)(=O)Nc2ccccc2C(=O)NC(C)(C)C)cc1OC	-7	2	5	21	-1	0.79	-0.7	0.95	-1
COc1cccc(NC(=O)Cn2nnc(C(=O)Nc3cc(Cl)ccc3OC)c2N)c1	2	2	4	-7	-5	1.1	-0.4	0.96	25*
COc1ccc(Br)cc1CN(C)C(=O)C1=CC=CN2CCS(=O)(=O)N=C12	3	55*	5	-10	1	1.1	-0.5	0.95	0
O=C(Nc1ccccc1)c1cnc2n(c1=O)CCS2	-9	-3	1	8	-1	0.92	-0.3	0.99	0
CCN(CC(=O)Nc1ccc(NC(C)=O)cc1)C(=O)COc1ccc(C(=O)c2ccccc2)cc1	-6	-1	4	10	-1	0.9	0.6	0.96	-3
CCN(CC)S(=O)(=O)c1cc(NC(=O)CCn2[nH]c(=O)ccc2=O)ccc1C	-5	3	-11	-23	-1	1.2	0.3	1.1	-1
COc1cc(-c2nnc3n(CCc4ccccc4)c(=O)c4ccccc4n23)cc(OC)c1OC	-1	6	2	-4	0	1	0.5	0.98	0
N#Cc1ccc(Cl)cc1NC(=O)CSc1cccc[n+]1[O-]	-1	0	-2	-1	1	1	-1.4	1	3
Nn1c(SCC(=O)Nc2nccs2)nncc1=O	-1	4	15	-8	-1	1.1	-0.2	0.85	-1

Compounds from the list above containing a thiophene ring, fused or not:
SMILES	APOBEC3G inh	A3A deaminase	mIAP inh	hIAP block	MIN6 prolif	hIAP act	MPTP block	mIAP act	GRIN3A LBD mod
Cc1ccc2oc(=O)c3cc(C(=O)N4CCN(C(=O)c5ccco5)CC4)sc3c2c1	-3	-1	0	2	-4	0.98	.	0.99	.
CCCOc1cccc(C2C(C(=O)c3cccs3)=C(O)C(=O)N2Cc2cccnc2)c1 (stereo not given)	-3	-3	-5	-15	-1	1.1	3.5	1.1	2

Continued.
SMILES	APOBEC3G inh	A3A deaminase	mIAP inh	hIAP block	MIN6 prolif	hIAP act	MPTP block	mIAP act	GRIN3A LBD mod
Cc1cc(C)n(-c2cc(-c3ccccc3)nc(C)n2)n1	-7	-4	6	-16	2	1.2	3.2	0.94	0
COc1ccc(-c2noc(CSc3nnc(-c4ccncc4)n3-c3ccc(F)cc3)n2)cc1OC	-4	-3	-5	-13	-1	1.1	0.4	1.1	-1
C=C(C)C1CC=C(CN2CC(C)OC(C)C2)CC1 (stereo not given)	-7	-20	8	-4	2	1	-1.9	0.92	0
O=C(NC1=NCCS1)c1ccc(Cl)s1	-6	-1	6	13	-3	0.87	0.1	0.94	1
CNc1nc(SC)nc(N(C#N)CC(=O)OC)n1	2	5	8	-4	-3	1	-1.5	0.93	1
Cc1cccc(C(=O)/C=C2/c3ccccc3CC(C)(C)N2C)c1	-6	2	2	25	-4	0.75	-0.8	0.98	-1
COc1ccccc1CNC(=O)CCCC(=O)n1ncc2cc(C)ccc21	4	5	-6	0	-3	1	-0.1	1.1	0
O=c1c2ccccc2cnn1-c1ccc(Cl)cc1	-6	-5	-9	22	-2	0.78	0.2	1.1	3
CN(C)C(=O)c1sccc1Oc1ccc(F)cc1[N+](=O)[O-]	-2	1	5	-9	3	1.1	2.0	0.95	1
Cc1cc2c(NC(=O)Nc3ccc(F)cc3)cccc2nn1	-3	3	1	-8	0	1.1	20	0.99	0
C[C@]12c3[nH]c4cc(-c5ccco5)ccc4c3CCN1C(=O)[C@@H](CC(=O)NCc1cccc(C(F)(F)F)c1)C[C@@H]2C(=O)N1CCOCC1	-1	-1	-12	.	.	.	-1.5	1.1	-1
Cc1occc1C(=O)Nc1sc2c(c1C(N)=O)CCCCC2	-3	-5	14	10	-1	0.9	0.6	0.86	-6
Cc1ccc(N2C(=NC(=O)c3ccccc3)SC3CS(=O)(=O)CC32)cc1 (stereo not given)	-4	-3	3	-21	0	1.2	0.4	0.97	-2
COc1ccc2nc(N3C(=O)CC(Cc4ccc(Cl)cc4)C3=O)sc2c1 (stereo not given)	9	4	2	-5	0	1.1	-2.7	0.98	-3
O=C(Nc1ccc(Cl)cc1Cl)c1ccc2c(c1)OCCO2	-6	-4	6	1	-5	0.99	-1.2	0.94	4
COc1ccc(C2CC(=O)c3cnc(NC(=O)c4ccccc4)nc3C2)c(OC)c1 (stereo not given)	-7	-3	0	-11	-2	1.1	4.1	0.99	-1
COc1cc(C(=O)O)c2ccccc2n1	-5	-1	-2	-8	0	1.1	-1.1	1	-1
Nc1c(C(=O)Nc2cccc(F)c2)nnn1-c1cccc(C(F)(F)F)c1	-16	-1	5	-4	4	1	1.4	0.95	0
Cc1ccc(S(=O)(=O)/N=C(/Sc2ccccc2C(=O)O)c2ccccc2)cc1	-2	2	2	6	-1	0.94	1.5	0.98	0
CCn1ncc(Cl)c1C(=O)Nc1ccc2c(c1)CCC2	-7	-5	7	-16	0	1.2	0.5	0.93	.
COc1ccccc1OCC(=O)NCC(c1cccs1)N1CCOCC1 (stereo not given)	-4	-1	3	-14	-2	1.1	-0.9	0.97	-1
CCN(CCn1cccn1)C(=O)C1CCC(=O)N(CCc2cccc(F)c2)C1 (stereo not given)	-8	-4	8	4	2	0.96	-0.2	0.92	2
CCCCNC(=NCc1cccc(C(F)(F)F)c1)Nc1ccccc1	-8	-4	-9	-30	-6	1.3	0.6	1.1	0
CN(C(=O)c1ccccc1C(=O)OCC(=O)c1ccc(Br)cc1)c1ccccc1	-9	0	0	-19	-4	1.2	-1.4	0.99	-1
COc1cc(OC)c(C2C(C(=O)Nc3ccc(C)cc3C)=C(C)Nc3ncnn32)cc1OC (stereo not given)	-3	-2	0	-3	-2	1	-0.6	1	-1
COc1ccc(-n2c(SCC(=O)NCC3CCCO3)nc3c(c2=O)SCC3)cc1 (stereo not given)	-5	-2	6	-36	3	1.4	0.8	0.94	-1
CSCC[C@H](NC(=O)Nc1ccccc1C)C(=O)O	-6	-2	-4	-9	1	1.1	0.6	1	-1
CCCCCn1nc(C(=O)OCC(=O)c2c(N)n(C)c(=O)n(C)c2=O)c2ccccc2c1=O	-8	2	10	14	-3	0.86	-1.6	0.9	-12
Cc1ccc(CNC(=O)Cn2c(=O)oc3ccccc32)o1	-4	0	10	12	-1	0.88	4.9	0.9	1
COc1ccc(/C=C2\CCc3c2nc2ccccc2c3C(=O)O)cc1OC	1	11	15	11	-5	0.89	-0.8	0.85	2
Nc1ccccc1N1C(=O)c2cccc3cccc(c23)C1=O	-6	-3	13	6	-1	0.94	1.2	0.87	1
Cc1cc(C(=O)NNC(=O)CN2C(=O)NC(C)(c3ccccc3)C2=O)c(C)o1 (stereo not given)	-8	-2	2	-4	7	1	-1.1	0.98	1
O=c1[nH]c(NNC(=S)NC2CCCCC2)nc2c1C1(CCCC1)Cc1ccccc1-2	-3	2	8	-43	-6	1.4	3.8	0.92	-2
